Apaf-1 inh – human Apaf-1 inhibition; hit rate 0.71% among 330,000; O14727; AID 489030; inhibition, % at 20 µM; reconstituted apoptosome caspase-3 activity, DEVD-Rh110 fluorescence; active means inhibition of at least 40% at 20 µM;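 further: plate controls were DMSO wells for no effect and DEVD-CHO caspase inhibitor wells for full effect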
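Material: reconstituted apoptosome with Apaf-1, cytochrome c, caspase-9, procaspase-3, dATP. Technique: Rh110 fluorescence intensity. Buffer or medium: pH 7.5 Hepes buffer with CHAPS, BSA, DTT. Times: 30 min plus 50 min, RT.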
NLRP3 yeast inh – inhibitors of NALP3 inflammasome in yeast. Yeast reconstituted NLRP3/ASC/caspase-1, beta-gal luminescence, 24 h. inhibition, % at 10 µM. hit rate 0.39% among 330,000. AID 2825;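 active means inhibition of 50% or more; inactive means inhibition below 50%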;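 further: plate controls were induced DMSO wells for no effect and uninduced yeast grown without galactose for full effect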
mIAP inh – blocks mouse intestinal alkaline phosphatase; purified mouse IAP, CDP-Star luminescence, 30 min; inhibition, % at 10 µM; hit rate 0.2% among 330,000; AID 2806;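 active means inhibition of at least 40% at 10 µM in the primary screen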;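 further: plate controls were DMSO with enzyme for no effect and no enzyme wells for full effect; values of inactives mirror those of a sister screen read the other way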
tim10-1 inh – growth inhibitors of tim10-1 mutant yeast; hit rate 2.2% among 330,000; S. cerevisiae tim10-1 ts strain growth, BacTiter-Glo, 24 h; inhibition, % at 20 µM;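 active means inhibition of at least 40%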;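 further: mutant grown at 25 °C; 0% = DMSO wells with yeast and 100% = wells holding no yeast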
hIAP activ – increases human intestinal alkaline phosphatase activity; activation factor at 10 µM; AID 2524; purified human IAP, CDP-Star luminescence, 30 min; active compounds read high; 1 = vehicle-only enzyme, 0 = enzyme-free background; hit rate 0.16% among 330,000;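 active means activation factor of the enzyme at least 2-fold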; further: the source names both 10 and 20 µM as test concentration; values of inactives mirror those of a sister screen read the other way
Target sequence (P09923 whole entry, looked up): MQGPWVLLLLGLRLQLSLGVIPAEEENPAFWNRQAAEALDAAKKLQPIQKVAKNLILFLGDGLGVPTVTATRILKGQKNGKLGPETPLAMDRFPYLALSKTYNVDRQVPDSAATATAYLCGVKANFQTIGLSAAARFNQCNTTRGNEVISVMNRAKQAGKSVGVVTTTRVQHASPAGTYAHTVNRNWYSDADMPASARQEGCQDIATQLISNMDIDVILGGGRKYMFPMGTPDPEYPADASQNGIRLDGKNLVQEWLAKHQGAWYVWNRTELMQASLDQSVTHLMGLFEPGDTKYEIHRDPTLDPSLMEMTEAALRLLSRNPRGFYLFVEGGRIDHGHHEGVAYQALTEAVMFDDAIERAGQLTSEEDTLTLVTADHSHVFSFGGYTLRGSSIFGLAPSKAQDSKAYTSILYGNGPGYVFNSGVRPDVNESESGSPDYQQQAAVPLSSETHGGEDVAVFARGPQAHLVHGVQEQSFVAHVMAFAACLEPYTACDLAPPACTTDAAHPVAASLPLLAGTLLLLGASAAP
hIAP block – human IAP inhibition. inhibition, % at 10 µM. hit rate 0.12% among 330,000. purified IAP, CDP-Star luminescence, 30 min;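 active means inhibition reaching a set limit with compound at 10 µM in the primary screen, cut at about 35% in these data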;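 further: plate controls were DMSO wells with enzyme for no effect and no-enzyme buffer wells for full effect; values of inactives mirror those of a sister screen read the other way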
TIM10 inh – TIM10 yeast growth inhibition | AID 463195 | inhibition, % at 10 µM | hit rate 1.4% among 330,000 | S. cerevisiae TIM10 strain growth, BacTiter-Glo luminescence, 24 h;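 active means inhibition of 40% or more at the single tested concentration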;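 further: wild-type TIM10 isogenic control strain grown at permissive 25 °C; 0% = DMSO yeast wells and 100% = minimal medium wells without yeast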
mIAP act – increases mouse intestinal alkaline phosphatase activity; muIAP, CDP-Star luminescence, 30 min; active compounds read high; 1 = vehicle-only enzyme signal, 0 = enzyme-free wells; activation factor at 10 µM; hit rate 0.24% among 330,000; AID 2805;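 active means activation factor of at least 2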; further: the source names both 10 and 20 µM as test concentration; values of inactives mirror those of a sister screen read the other way
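also added = chemiluminescent substrate CDP-Star | test system = mouse IAP enzyme | signal = chemiluminescence readout | compound = DMSO-dissolved test compounds | incubation = 30 min at room temperature | benchmarks = DMSO wells, no-enzyme wells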
ATG4B inh – inhibitors of human ATG4B cysteine protease. ATG4B cleavage of LC3-PLA2, NBD-HPC fluorescence, 1 h. inhibition, % at 8.33 µM. hit rate 0.51% among 340,000; in the data active means inhibition above about 40%
Target sequence (Q9Y4P1 whole entry, looked up): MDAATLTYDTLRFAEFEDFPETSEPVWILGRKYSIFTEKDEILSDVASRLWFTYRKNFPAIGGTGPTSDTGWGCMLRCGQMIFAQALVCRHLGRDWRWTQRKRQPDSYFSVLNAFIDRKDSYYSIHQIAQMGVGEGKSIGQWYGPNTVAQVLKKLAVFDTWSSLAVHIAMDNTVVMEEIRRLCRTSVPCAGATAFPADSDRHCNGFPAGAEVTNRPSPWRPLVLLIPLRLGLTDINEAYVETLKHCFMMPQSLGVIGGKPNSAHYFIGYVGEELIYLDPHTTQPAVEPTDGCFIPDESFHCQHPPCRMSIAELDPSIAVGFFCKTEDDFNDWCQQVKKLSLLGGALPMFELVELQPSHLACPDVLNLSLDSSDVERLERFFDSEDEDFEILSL
* = called active by the depositor.

CCCCN=Cc1sc2ccc(OCC)cc2c1O was read as Apaf-1 inh 9, NLRP3 yeast inh -15, mIAP inh 8, tim10-1 inh 31, hIAP activ 0.81, hIAP block 20, TIM10 inh 43*, mIAP act 0.92 and ATG4B inh -1.
For CC1CC(C)CN(CCCNS(=O)(=O)c2ccc3c(c2)oc(=O)n3C)C1 (stereo not given) the results were Apaf-1 inh 3, NLRP3 yeast inh 18, mIAP inh 0, tim10-1 inh -1, hIAP activ 0.94, hIAP block 6, TIM10 inh 2, mIAP act 0.99 and ATG4B inh 1.
`CCOC(=O)C1=C(O)C(=O)N(Cc2cccnc2)C1c1ccc(OC)cc1` (stereo not given) gave Apaf-1 inh 2, NLRP3 yeast inh -13, mIAP inh -7, tim10-1 inh -2, hIAP activ 1.1, hIAP block -11, TIM10 inh -8, mIAP act 1.1 and ATG4B inh -1.
Screening Cc1n[nH]c(=S)n1-c1ccc(Cl)cc1 returned Apaf-1 inh -7, NLRP3 yeast inh 5, mIAP inh -3, tim10-1 inh 7, hIAP activ 1.1, hIAP block -8, TIM10 inh -16, mIAP act 1 and ATG4B inh 1.
`COc1ccc(Cl)cc1NC(=O)c1nnn(CC(=O)Nc2ccc3c(c2)OCO3)c1N` gave Apaf-1 inh -11, NLRP3 yeast inh 11, mIAP inh -3, tim10-1 inh -19, hIAP activ 1.2, hIAP block -23, TIM10 inh -40, mIAP act 1 and ATG4B inh -13.
CN1CCN(c2ccccc2NC(=O)c2cc3c(s2)-c2ccccc2OC3)CC1 was read as Apaf-1 inh 24, NLRP3 yeast inh 71*, mIAP inh -1, tim10-1 inh 27, hIAP activ 0.98, hIAP block 2, TIM10 inh 39, mIAP act 1 and ATG4B inh -8.
CS(=O)(=O)c1ccc(Cl)c(NC(=O)Cc2c(Cl)cccc2Cl)c1 was read as Apaf-1 inh -7, NLRP3 yeast inh -4, mIAP inh 0, tim10-1 inh 25, hIAP activ 1.1, hIAP block -10, TIM10 inh -12, mIAP act 1 and ATG4B inh -2.
For Cc1ccc(-c2csc(NC(=O)C3CSC4(C)CCC(=O)N34)n2)cc1 (stereo not given) the results were Apaf-1 inh 5, NLRP3 yeast inh 10, mIAP inh -6, tim10-1 inh 10, hIAP activ 0.95, hIAP block 5, TIM10 inh -8, mIAP act 1.1 and ATG4B inh 3.
`OCC1(Cc2ccc(Cl)cc2)CCN(CCCc2ccccc2)CC1` gave Apaf-1 inh 8, NLRP3 yeast inh -10, mIAP inh 4, tim10-1 inh -21, hIAP activ 0.92, hIAP block 8, TIM10 inh -13, mIAP act 0.95 and ATG4B inh 13.
Screening Cc1cc(NC(=O)CSc2cc(Cl)ccc2Cl)n(-c2ccccc2)n1 returned Apaf-1 inh 14, NLRP3 yeast inh 2, mIAP inh -35, tim10-1 inh 36, hIAP activ 1.1, hIAP block -10, TIM10 inh 17, mIAP act 1.3 and ATG4B inh 6.
Screening Cc1cc(=O)n(CCO)c(O)c1C#N returned Apaf-1 inh 7, NLRP3 yeast inh 1, mIAP inh -1, tim10-1 inh 7, hIAP activ 0.9, hIAP block 10, TIM10 inh 6, mIAP act 1 and ATG4B inh -2.
For COCc1ccc(CN2CCC(n3nccc3NC(=O)CCCc3ccccc3)CC2)o1 the results were Apaf-1 inh -11, NLRP3 yeast inh 7, mIAP inh -4, tim10-1 inh -8, hIAP activ 1.3, hIAP block -33, TIM10 inh 19, mIAP act 1 and ATG4B inh -2.
For CC(C)NC(=O)N1CCN(c2ccncc2S(=O)(=O)N2CCCCC2)CC1 the results were Apaf-1 inh -23, NLRP3 yeast inh 14, mIAP inh 15, tim10-1 inh 6, hIAP activ 1.2, hIAP block -21, TIM10 inh -3, mIAP act 0.85 and ATG4B inh -4.
Screening O=S(=O)(c1ccccc1)c1nnn2c1nc(NC1CCN(Cc3ccccc3)CC1)c1ccccc12 returned Apaf-1 inh 22, NLRP3 yeast inh 10, mIAP inh 7, tim10-1 inh 8, hIAP activ 1.2, hIAP block -22, TIM10 inh -1, mIAP act 0.93 and ATG4B inh 1.
`COc1ccc(-c2noc(CN(C)C(=O)Nc3ccccc3)n2)cc1` gave Apaf-1 inh 1, NLRP3 yeast inh 4, mIAP inh 3, tim10-1 inh -7, hIAP activ 1, hIAP block -2, TIM10 inh 8, mIAP act 0.97 and ATG4B inh -14.
Cc1ccccc1C(=O)N1CCN(c2ccccn2)CC1 was read as Apaf-1 inh -10, NLRP3 yeast inh 14, mIAP inh 4, tim10-1 inh -5, hIAP activ 0.87, hIAP block 13, TIM10 inh -5, mIAP act 0.96 and ATG4B inh 0.
For CCOc1ccc2oc(C(=O)N(Cc3nnc(-c4ccccc4Cl)o3)C3CC3)c(C)c2c1 the results were Apaf-1 inh 29, NLRP3 yeast inh 24, mIAP inh -4, tim10-1 inh 15, hIAP activ 0.99, hIAP block 0, TIM10 inh -3, mIAP act 1 and ATG4B inh -1.
`Cc1occc1-c1nnc(SCC(=O)NC2CCCCC2)o1` gave Apaf-1 inh -2, NLRP3 yeast inh 1, mIAP inh -2, tim10-1 inh 2, hIAP activ 0.94, hIAP block 6, TIM10 inh 16, mIAP act 1 and ATG4B inh 1.
Screening Cc1ccc(C(=O)COC(=O)CN2C(=O)C3C4CCC(C4)C3C2=O)cc1C (stereo not given) returned Apaf-1 inh 0, NLRP3 yeast inh 8, mIAP inh 3, tim10-1 inh 14, hIAP activ 0.97, hIAP block 3, TIM10 inh 8, mIAP act 0.97 and ATG4B inh -4.
Screening COc1ccc(NCc2nnc(SCc3ccc(Cl)cc3)n2-c2ccccc2)cc1 returned Apaf-1 inh 27, NLRP3 yeast inh 13, mIAP inh 8, tim10-1 inh 52*, hIAP activ 0.97, hIAP block 3, TIM10 inh 54*, mIAP act 0.92 and ATG4B inh 3.

Sorted by molecular weight (largest number first): some entries from above
Screening O=S(=O)(c1ccccc1)c1nnn2c1nc(NC1CCN(Cc3ccccc3)CC1)c1ccccc12 returned Apaf-1 inh 22, NLRP3 yeast inh 10, mIAP inh 7, tim10-1 inh 8, hIAP activ 1.2, hIAP block -22, TIM10 inh -1, mIAP act 0.93 and ATG4B inh 1.
For CC(C)NC(=O)N1CCN(c2ccncc2S(=O)(=O)N2CCCCC2)CC1 the results were Apaf-1 inh -23, NLRP3 yeast inh 14, mIAP inh 15, tim10-1 inh 6, hIAP activ 1.2, hIAP block -21, TIM10 inh -3, mIAP act 0.85 and ATG4B inh -4.
Cc1ccccc1C(=O)N1CCN(c2ccccn2)CC1 was read as Apaf-1 inh -10, NLRP3 yeast inh 14, mIAP inh 4, tim10-1 inh -5, hIAP activ 0.87, hIAP block 13, TIM10 inh -5, mIAP act 0.96 and ATG4B inh 0.

The list continues:
For CSc1ccc(CNCc2ccc3c(c2)OCO3)cc1 the results were Apaf-1 inh 1, NLRP3 yeast inh 36, mIAP inh 2, tim10-1 inh 1, hIAP activ 1, hIAP block -2, TIM10 inh -1, mIAP act 0.98 and ATG4B inh 3.
`COc1ccc(C2SCCN2C(=O)c2ccc([N+](=O)[O-])cc2)cc1` (stereo not given) gave Apaf-1 inh 4, NLRP3 yeast inh -6, mIAP inh 9, tim10-1 inh 10, hIAP activ 0.92, hIAP block 8, TIM10 inh -7, mIAP act 0.91 and ATG4B inh -5.
For CCn1nc(C)c(CNC(=O)Nc2ccccc2C(=O)OC)c1C the results were Apaf-1 inh -4, NLRP3 yeast inh -2, mIAP inh -17, tim10-1 inh 24, hIAP activ 1.2, hIAP block -19, TIM10 inh -14, mIAP act 1.2 and ATG4B inh 3.
Screening O=C(CSc1nc2ccccc2s1)Nc1ccc2c(c1)oc1ccccc12 returned Apaf-1 inh 4, NLRP3 yeast inh -2, mIAP inh -6, tim10-1 inh 0, hIAP activ 0.86, hIAP block 14, TIM10 inh 1, mIAP act 1.1 and ATG4B inh 2.
Cc1ccccc1OCC(=O)NNC(=O)c1ccc(-n2cncn2)c([N+](=O)[O-])c1 was read as Apaf-1 inh 1, NLRP3 yeast inh 7, mIAP inh 11, tim10-1 inh -11, hIAP activ 0.97, hIAP block 2, TIM10 inh -5, mIAP act 0.89 and ATG4B inh -1.
`CC(C(=O)Nc1sc2c(c1C(=O)NCC1CCCO1)CCC2)N1C(=O)c2ccccc2C1=O` (stereo not given) gave Apaf-1 inh 16, NLRP3 yeast inh 33, mIAP inh 12, tim10-1 inh -4, hIAP activ 0.87, hIAP block 13, TIM10 inh -20, mIAP act 0.88 and ATG4B inh 2.
For CCc1nnc(NC(=O)CSc2ncc(-c3ccccc3)[nH]2)s1 the results were Apaf-1 inh 2, NLRP3 yeast inh 2, mIAP inh 1, tim10-1 inh 5, hIAP activ 1, hIAP block -2, TIM10 inh 1, mIAP act 0.99 and ATG4B inh 9.
CC(C)=CCC1=C(OCC(=O)O)C(=O)c2ccccc2C1=O was read as Apaf-1 inh 95*, NLRP3 yeast inh -12, mIAP inh 1, tim10-1 inh 52*, hIAP activ 1, hIAP block -4, TIM10 inh 34, mIAP act 0.99 and ATG4B inh 24.
`CC12CCC(C(=O)n3c1nc1ccccc13)C2(C)C` (stereo not given) gave Apaf-1 inh 5, NLRP3 yeast inh 16, mIAP inh -11, tim10-1 inh 14, hIAP activ 1.2, hIAP block -16, TIM10 inh -8, mIAP act 1.1 and ATG4B inh -4.
Screening CCOc1ccc(S(=O)(=O)Nc2ccc(C(=O)NCCCN3CCOCC3)cc2)cc1 returned Apaf-1 inh 8, NLRP3 yeast inh 6, mIAP inh 1, tim10-1 inh -14, hIAP activ 1, hIAP block -4, TIM10 inh -10, mIAP act 0.99 and ATG4B inh -2.
`Cn1nc(C(F)(F)F)c(CNC(=O)C(C)(C)CCl)c1N1CCOCC1` gave Apaf-1 inh -1, NLRP3 yeast inh 5, mIAP inh -11, tim10-1 inh 13, hIAP activ 1.2, hIAP block -21, TIM10 inh -15, mIAP act 1.1 and ATG4B inh 2.
Cc1ccccc1N1CCN(c2ccc(NC(=O)C3CCCCC3C(=O)O)cc2)CC1 (stereo not given) was read as Apaf-1 inh 3, NLRP3 yeast inh 10, mIAP inh 1, tim10-1 inh 10, hIAP activ 0.95, hIAP block 4, TIM10 inh -8, mIAP act 0.99 and ATG4B inh 3.
Cc1ccc(C(=O)Nc2cccc(S(=O)(=O)N(C)c3ccccc3)c2)o1 was read as Apaf-1 inh -7, NLRP3 yeast inh 5, mIAP inh -3, tim10-1 inh -14, hIAP activ 1, hIAP block -2, TIM10 inh -20, mIAP act 1 and ATG4B inh -15.
Cn1nc([N+](=O)[O-])c2c(-c3nc4ccccc4s3)c(N)n(C3CCCCC3)c2c1=O was read as Apaf-1 inh 1, NLRP3 yeast inh 3, mIAP inh 6, tim10-1 inh 28, hIAP activ 1.1, hIAP block -6, TIM10 inh 17, mIAP act 0.94 and ATG4B inh 1.
`CC(C)NC(=O)/C(C#N)=C\c1ccc(N(C)C)c(Br)c1` gave Apaf-1 inh 0, NLRP3 yeast inh 0, mIAP inh 9, tim10-1 inh 54*, hIAP activ 0.94, hIAP block 6, TIM10 inh 55*, mIAP act 0.91 and ATG4B inh -2.
`CCN1C(=O)S/C(=C/c2ccc(Oc3ccc([N+](=O)[O-])cn3)c(OC)c2)C1=O` gave Apaf-1 inh 14, NLRP3 yeast inh 5, mIAP inh 8, tim10-1 inh 10, hIAP activ 1.5, hIAP block -50, TIM10 inh -11, mIAP act 0.92 and ATG4B inh -1.
COC(=O)C1=C(C)N(c2ccc(Cl)cc2)/C(=C/c2ccc(O)cc2)C1=O was read as Apaf-1 inh 4, NLRP3 yeast inh 7, mIAP inh 7, tim10-1 inh -3, hIAP activ 0.68, hIAP block 32, TIM10 inh 1, mIAP act 0.93 and ATG4B inh -13.
